Bfl-1 inhibitors = Bfl-1 inhibitors, primary screen, biochemical, fluorescence polarization, FITC-Bid, mouse (AID 432); displacement, % at 20 µM; hits with a dose series show IC50 in µM; hit rate 0.02% among 64,000; FITC-Bid BH3 peptide fluorescence polarization displacement; higher % means a stronger effect; Bcl-2-related protein A1 (Mus musculus); in the data active = a potency from the dose series; inactive = the rest, 99 in 100 with displacement below about 15%; note: strong numbers were not always called active
HPDE-C7 cytotoxicity = cytotoxicity in HPDE-C7 cells, cell-based, fluorescence, HTS (AID 430). cytotoxicity, % at 10 µM; hits with a dose series show EC50 in µM. HPDE-C7 pancreatic duct cells viability, fluorescence; higher % means a stronger effect. hit rate 1.8% among 63,000;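 note: cells exposed to compound for 48 hours before viability readout; 0% = vehicle and 100% = reference cytotoxic drug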
TNAP inhibition = human TNAP enzyme inhibitors, biochemical, luminescent (AID 518); Alkaline phosphatase, tissue-nonspecific isozyme (Homo sapiens); purified TNAP enzyme, luminescent substrate readout; higher % means a stronger effect; inhibition, % at 20 µM, or IC50 in µM where a hit was titrated; hit rate 0.09% among 64,000; in the data active = a potency from the dose series; inactive = the rest, 99 in 100 with inhibition below about 22%;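 note: plate controls were vehicle for no effect and reference inhibitor for full effect; many of its hits are not listed in these tables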
HT1080 cytotoxicity = cytotoxicity in HT1080 fibrosarcoma cells, cell-based, fluorescence readout (AID 620). HT1080 viability, fluorescence; higher % means a stronger effect. hit rate 0.42% among 87,000. one-dose cytotoxicity, % at 10 µM; EC50 in µM for titrated hits;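 note: cells exposed to compound overnight then 4 h with Alamar Blue; 0% = vehicle DMSO and 100% = killing control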
Spn PMK inh = S. pneumoniae PMK inhibitors, primary screen, biochemical, mevalonate pathway, pilot trial included. phosphomevalonate kinase (Streptococcus pneumoniae D39). purified PMK, PK/LDH-coupled NADH absorbance 340 nm. inhibition, % at 10 µM. hit rate 0.49% among 65,000. AID 539, 2006;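 active = top-ranked compounds by inhibition in the single 10 µM screen, taking a fixed number of the strongest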;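 note: 0% = full reaction with DMSO carrier and 100% = background rate without enzyme reaction; no value below 0 was filed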
KRASV12 cytotoxicity = cytotoxicity in KRAS-transformed pancreatic duct cells, primary screen, cell-based, fluorescence, HTS (AID 431); hit rate 1.7% among 63,000; cytotoxicity, % at 10 µM; hits with a dose series show EC50 in µM; HPDE-C7K KRASV12 cells, Alamar Blue viability, 48 h; higher % means a stronger effect;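 active = compounds whose percent cytotoxicity in the single-dose primary screen, scaled between solvent and toxic-drug controls, exceeds 50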;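 note: 0% = DMSO solvent wells and 100% = doxorubicin-treated wells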
MK inhibit = S. pneumoniae MK inhibitors, primary screen, biochemical, PK/LDH-coupled NADH absorbance; mevalonate kinase [Streptococcus pneumoniae D39]; purified MK, PK/LDH-coupled NADH absorbance 340 nm; inhibition, % at 10 µM; hit rate 0.48% among 65,000; AID 555, 2006;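 active = ranked among the strongest by inhibition in the single 10 µM screen, a fixed top-ranked set picked for dose follow-up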; note: no value below 0 was filed
LYP inhibition = LYP phosphatase inhibitors, primary screen, biochemical, DiFMUP fluorescence, recombinant catalytic domain, 10 µM (AID 606). recombinant LYP catalytic domain, DiFMUP fluorescence; higher % means a stronger effect. inhibition, % at 10 µM; hits with a dose series show IC50 in µM. Tyrosine-protein phosphatase non-receptor type 22 (Homo sapiens). 52,000 tested, under 10 active;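 active = IC50 under 40 µM in the dose-response test; inactive = IC50 of 40 µM or more, or never dose-tested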
DPM-DC inhibit = S. pneumoniae DPM-DC inhibitors, primary screen, biochemical, PK/LDH-coupled NADH fluorescence. AID 556, 2006. hit rate 0.49% among 65,000. diphosphomevalonate decarboxylase (Streptococcus pneumoniae D39). purified DPM-DC. calls only at 10 µM;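 active = the 320 compounds with the highest percent inhibition in the single-dose primary screen, excluding strongly autofluorescent ones, cut at about 32% in these data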;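 note: kinetic rate of NADH fluorescence loss reporting ADP formed by the decarboxylase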
Spn PMK inh pilot replicates = further read-out of Spn PMK inh, marked with its call; inhibition, %; measured here: pilot screen replicates
MK inhibit pilot replicates = second read-out of MK inhibit, no call of its own (marks repeat the call); inhibition, %; measured here: pilot screen replicates
DPM-DC inhibit pilot screen % = further read-out of DPM-DC inhibit, marked with its call; inhibition, %; measured here: pilot screen trials
Numbers without * were called inactive; & = joins results of further samples. Cut-off read from the data, not from the text of the source, unless noted: active = cytotoxicity above about 50%; inactive = the rest.

COc1ccc(OC)c(C(c2nnnn2CCc2ccccc2)N2CCC(C(N)=O)CC2)c1 (configuration not stated) was read as Bfl-1 inhibitors 2%, HPDE-C7 cytotoxicity -6%, TNAP inhibition 3%, HT1080 cytotoxicity -1%, Spn PMK inh 11, KRASV12 cytotoxicity 2%, MK inhibit 10, LYP inhibition 7% and DPM-DC inhibit inactive.
Screening Cc1ccc(S(=O)(=O)N(C)CCCC(=O)N2CCOCC2)cc1 returned Bfl-1 inhibitors -6%, TNAP inhibition 10%, HT1080 cytotoxicity 4%, Spn PMK inh 10, MK inhibit 5, LYP inhibition 6% and DPM-DC inhibit inactive.
CCOC(=O)Cc1[nH]nc2c1C(c1cccc(OC)c1OC)C(C#N)=C(N)O2 (configuration not stated) was read as Bfl-1 inhibitors 2%, HPDE-C7 cytotoxicity 1%, TNAP inhibition 0%, HT1080 cytotoxicity 5%, Spn PMK inh 21, KRASV12 cytotoxicity -6%, MK inhibit 0, LYP inhibition 9% and DPM-DC inhibit inactive.
Screening O=C(O)c1cc(-c2ccccc2)nc2ccccc12 returned Bfl-1 inhibitors -6%, HPDE-C7 cytotoxicity -1%, TNAP inhibition 15%, Spn PMK inh 1&0, KRASV12 cytotoxicity 2%, MK inhibit 4&2, DPM-DC inhibit inactive, Spn PMK inh pilot replicates 4.0, MK inhibit pilot replicates 0.0 and DPM-DC inhibit pilot screen % 2.0.
`CCN(C(C)=O)c1nnc(CSc2nc3ccccc3s2)s1` gave Bfl-1 inhibitors 3%, HPDE-C7 cytotoxicity 12%, TNAP inhibition 10%, HT1080 cytotoxicity 2%, Spn PMK inh 9, KRASV12 cytotoxicity 24%, MK inhibit 5, LYP inhibition -4%, DPM-DC inhibit inactive, Spn PMK inh pilot replicates 3.5, MK inhibit pilot replicates 2.0 and DPM-DC inhibit pilot screen % 1.5.
CC(C)Cc1[nH]c(=O)c(C#N)c2c1COC(C)(C)C2 was read as Bfl-1 inhibitors 0%, HPDE-C7 cytotoxicity 2%, TNAP inhibition 6%, HT1080 cytotoxicity 1%, Spn PMK inh 2, KRASV12 cytotoxicity 9%, MK inhibit 6, LYP inhibition -8% and DPM-DC inhibit inactive.
`CCC(C)NC(=O)CS(=O)Cc1nc(-c2cccc(OC)c2)oc1C` (configuration not stated) gave Bfl-1 inhibitors -2%, HPDE-C7 cytotoxicity 7%, TNAP inhibition -1%, HT1080 cytotoxicity -6%, Spn PMK inh 6, KRASV12 cytotoxicity 7%, MK inhibit 6, LYP inhibition -7% and DPM-DC inhibit inactive.
CC(=O)c1c(C)[nH]c(C(=O)NCc2ccccc2Cl)c1C was read as Bfl-1 inhibitors 3%, HPDE-C7 cytotoxicity -7%, TNAP inhibition 8%, HT1080 cytotoxicity -6%, Spn PMK inh 13, KRASV12 cytotoxicity 1%, MK inhibit 1, LYP inhibition 10% and DPM-DC inhibit inactive.
For CC(=O)N(Cc1cc(=O)[nH]c2ccccc12)c1cccc(C)c1 the results were Bfl-1 inhibitors 2%, HPDE-C7 cytotoxicity 12%, TNAP inhibition 18%, HT1080 cytotoxicity 22%, Spn PMK inh 5, KRASV12 cytotoxicity 2%, MK inhibit 11, LYP inhibition -1% and DPM-DC inhibit inactive.
For COc1cccc(C2=NOC(C(=O)NCCN3CCOCC3)C2)c1 (configuration not stated) the results were Bfl-1 inhibitors -7%, HPDE-C7 cytotoxicity 1%, TNAP inhibition 4%, HT1080 cytotoxicity -2%, Spn PMK inh 8, KRASV12 cytotoxicity -1%, MK inhibit 0, LYP inhibition 9% and DPM-DC inhibit inactive.
`CCCCCn1c(SCC#N)nc2cc(C(=O)NCC3CCCO3)ccc2c1=O` (configuration not stated) gave Bfl-1 inhibitors -6%, HPDE-C7 cytotoxicity 2%, TNAP inhibition 7%, HT1080 cytotoxicity -6%, Spn PMK inh 6, KRASV12 cytotoxicity 7%, MK inhibit 0, LYP inhibition -6% and DPM-DC inhibit active.
`O=C(Cc1cccs1)Nc1ccccn1` gave Bfl-1 inhibitors -8%, HPDE-C7 cytotoxicity -3%, TNAP inhibition 2%, HT1080 cytotoxicity -3%, Spn PMK inh 5, KRASV12 cytotoxicity -6%, MK inhibit 5, LYP inhibition 3% and DPM-DC inhibit inactive.
`CC1(C)Cc2c(c(N3CCOCC3)nc3snc(Br)c23)CO1` gave Bfl-1 inhibitors -2%, HPDE-C7 cytotoxicity 5%, TNAP inhibition 3%, HT1080 cytotoxicity 7%, Spn PMK inh 1, KRASV12 cytotoxicity -11%, LYP inhibition -2% and DPM-DC inhibit inactive.
Screening COc1cc(CNC2CCC(C)C2)cc(OC)c1 (configuration not stated) returned Bfl-1 inhibitors 2%, HPDE-C7 cytotoxicity 4%, TNAP inhibition 10%, HT1080 cytotoxicity 9%, Spn PMK inh 0, KRASV12 cytotoxicity -3%, MK inhibit 5 and DPM-DC inhibit inactive.
CCOC(=O)N1CCN(C(=O)Cn2c(=O)sc3ccccc32)CC1 was read as Bfl-1 inhibitors -20%, HPDE-C7 cytotoxicity -10%, TNAP inhibition 14%, HT1080 cytotoxicity 4%, Spn PMK inh 7, KRASV12 cytotoxicity -9%, MK inhibit 3, LYP inhibition -14% and DPM-DC inhibit inactive.
Screening CCn1cc(Br)c(C(=O)Nc2cccc(Cl)c2)n1 returned Bfl-1 inhibitors 1%, HPDE-C7 cytotoxicity -16%, TNAP inhibition 8%, HT1080 cytotoxicity 4%, Spn PMK inh 8, KRASV12 cytotoxicity -10%, MK inhibit 6, LYP inhibition 8% and DPM-DC inhibit inactive.
O=C(CSc1nnnn1-c1ccccc1)NC(=O)Nc1ccc2c(c1)OCCO2 was read as Bfl-1 inhibitors -7%, HPDE-C7 cytotoxicity -10%, TNAP inhibition 20%, HT1080 cytotoxicity -6%, Spn PMK inh 0, KRASV12 cytotoxicity -3%, MK inhibit 9 and DPM-DC inhibit inactive.
CCOC(=O)/C(C#N)=C1/SC(CCO)C(=O)N1c1ccccc1 (configuration not stated) was read as Bfl-1 inhibitors 2%, HPDE-C7 cytotoxicity -8%, TNAP inhibition 19%, HT1080 cytotoxicity 5%, Spn PMK inh 1, KRASV12 cytotoxicity -12%, MK inhibit 7, LYP inhibition 7% and DPM-DC inhibit inactive.
For COc1ccc(NS(=O)(=O)c2cc(OC)ccc2NC(=O)c2cc(C)oc2C)cc1 the results were Bfl-1 inhibitors -1%, HPDE-C7 cytotoxicity -6%, TNAP inhibition 6%, HT1080 cytotoxicity 54%*, Spn PMK inh 13, KRASV12 cytotoxicity 48%, MK inhibit 2, LYP inhibition -5% and DPM-DC inhibit inactive.
`O=C(c1ccccc1)N1CCN(C(=O)c2ccccc2Br)CC1` gave Bfl-1 inhibitors 1%, HPDE-C7 cytotoxicity 3%, TNAP inhibition 2%, HT1080 cytotoxicity 0%, Spn PMK inh 17, KRASV12 cytotoxicity -2%, MK inhibit 0 and DPM-DC inhibit inactive.

Among those listed so far, 3 contain an aryl thioether with sulfur outside any ring:
`CCN(C(C)=O)c1nnc(CSc2nc3ccccc3s2)s1` gave Bfl-1 inhibitors 3%, HPDE-C7 cytotoxicity 12%, TNAP inhibition 10%, HT1080 cytotoxicity 2%, Spn PMK inh 9, KRASV12 cytotoxicity 24%, MK inhibit 5, LYP inhibition -4%, DPM-DC inhibit inactive, Spn PMK inh pilot replicates 3.5, MK inhibit pilot replicates 2.0 and DPM-DC inhibit pilot screen % 1.5.
`CCCCCn1c(SCC#N)nc2cc(C(=O)NCC3CCCO3)ccc2c1=O` (configuration not stated) gave Bfl-1 inhibitors -6%, HPDE-C7 cytotoxicity 2%, TNAP inhibition 7%, HT1080 cytotoxicity -6%, Spn PMK inh 6, KRASV12 cytotoxicity 7%, MK inhibit 0, LYP inhibition -6% and DPM-DC inhibit active.
O=C(CSc1nnnn1-c1ccccc1)NC(=O)Nc1ccc2c(c1)OCCO2 was read as Bfl-1 inhibitors -7%, HPDE-C7 cytotoxicity -10%, TNAP inhibition 20%, HT1080 cytotoxicity -6%, Spn PMK inh 0, KRASV12 cytotoxicity -3%, MK inhibit 9 and DPM-DC inhibit inactive.

Next part.
CC(=O)Nc1c(C(=O)N2CCN(c3ncccn3)CC2)cnn1-c1ccccc1Cl was read as Bfl-1 inhibitors 0%, HPDE-C7 cytotoxicity 2%, TNAP inhibition 8%, HT1080 cytotoxicity -1%, Spn PMK inh 0, KRASV12 cytotoxicity -2%, MK inhibit 6, LYP inhibition 2% and DPM-DC inhibit inactive.
`CC(=O)N1CCc2cc(S(=O)(=O)NC3CCCc4ccccc43)ccc21` (configuration not stated) gave Bfl-1 inhibitors -5%, HPDE-C7 cytotoxicity -6%, TNAP inhibition 6%, Spn PMK inh 27*, KRASV12 cytotoxicity -3%, MK inhibit 0, LYP inhibition 15% and DPM-DC inhibit inactive.
For CCOc1ccc(NC(=O)CN(c2cc(C)cc(C)c2)S(=O)(=O)c2c(C)noc2C)cc1 the results were Bfl-1 inhibitors -2%, HPDE-C7 cytotoxicity 5%, TNAP inhibition 14%, Spn PMK inh 9, KRASV12 cytotoxicity -4%, MK inhibit 7, LYP inhibition -2%, DPM-DC inhibit inactive, Spn PMK inh pilot replicates 3.0, MK inhibit pilot replicates 0.0 and DPM-DC inhibit pilot screen % 0.0.
`COc1ccc(C(CC(=O)O)NC(=O)COc2ccccc2)cc1` (configuration not stated) gave Bfl-1 inhibitors -11%, HPDE-C7 cytotoxicity -6%, TNAP inhibition 5%, HT1080 cytotoxicity -8%, Spn PMK inh 15, KRASV12 cytotoxicity 2%, MK inhibit 9 and DPM-DC inhibit inactive.
For CC12CN3CC(C)(CN(C1)C3c1ccc(Cl)cc1Cl)C2O (configuration not stated) the results were Bfl-1 inhibitors -4%, HPDE-C7 cytotoxicity -6%, TNAP inhibition 1%, HT1080 cytotoxicity -1%, Spn PMK inh 6, KRASV12 cytotoxicity -7%, MK inhibit 0, LYP inhibition 10% and DPM-DC inhibit inactive.
Screening COC(=O)c1ccccc1NC(=O)CSc1ccccc1 returned Bfl-1 inhibitors 8%, HPDE-C7 cytotoxicity 2%, TNAP inhibition 14%, HT1080 cytotoxicity 24%, Spn PMK inh 0, KRASV12 cytotoxicity 5%, MK inhibit 6, LYP inhibition 1% and DPM-DC inhibit inactive.
Screening O=C1c2ccccc2C(=O)N1CC(O)Cn1nnc2ccccc21 (configuration not stated) returned Bfl-1 inhibitors 0%, HPDE-C7 cytotoxicity 1%, TNAP inhibition 15%, HT1080 cytotoxicity 3%, Spn PMK inh 11, KRASV12 cytotoxicity 2%, MK inhibit 0, LYP inhibition -19%, DPM-DC inhibit inactive, Spn PMK inh pilot replicates 0.5, MK inhibit pilot replicates 1.5 and DPM-DC inhibit pilot screen % 2.0.
